TbREL1 primary: TbREL1 inhibition, primary screen; TbREL1 RNA ligation, FRET fluorescence; AID 1117264; actives 0.49% (n = 89,000); inhibition, % at 9.66 µM;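 active means inhibition above the mean inhibition across all screened compounds plus 3 SD, cut at about 11% in these data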;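 further: 0% = plate median of test wells and 100% = NSC42067 control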
Target sequence (P86926 whole entry, looked up): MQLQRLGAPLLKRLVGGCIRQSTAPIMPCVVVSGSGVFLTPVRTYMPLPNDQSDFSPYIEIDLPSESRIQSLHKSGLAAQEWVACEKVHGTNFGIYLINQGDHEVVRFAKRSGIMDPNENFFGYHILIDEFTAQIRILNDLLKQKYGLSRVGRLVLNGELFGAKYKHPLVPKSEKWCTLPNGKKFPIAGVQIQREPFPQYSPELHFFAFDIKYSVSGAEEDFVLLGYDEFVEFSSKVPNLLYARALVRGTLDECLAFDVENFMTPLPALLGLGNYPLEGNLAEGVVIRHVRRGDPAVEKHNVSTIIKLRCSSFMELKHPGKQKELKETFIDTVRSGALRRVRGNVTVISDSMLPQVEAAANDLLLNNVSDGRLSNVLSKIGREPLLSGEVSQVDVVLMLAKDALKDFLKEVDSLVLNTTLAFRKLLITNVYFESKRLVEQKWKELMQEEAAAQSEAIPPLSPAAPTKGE
Active calls of the source: *. Not all compounds are listed. The share of hits here may be higher or lower than overall.

structure,TbREL1 primary
Cc1ccc(CNC(=O)NC2CCCCC2)cc1,-2
COc1cccc(NC(=O)C(OC(=O)c2cnc(C)cn2)c2ccccc2)c1 (stereo unspecified),-2
CCCC[C@H]1COCCS(=O)(=O)N1Cc1ccccc1F,-1
Cn1nnnc1SCc1ccc([N+](=O)[O-])cc1,0
Cc1sc2ncnc(N3CCC(C(=O)N(CC(C)C)c4nc5ccccc5s4)CC3)c2c1C,1
Cn1c(=O)oc2cc(S(=O)(=O)Nc3ccc4c(c3)OCCO4)ccc21,3
CCOC(=O)c1cccc(NC(=O)CN(C)S(=O)(=O)c2ccco2)c1,-1
COc1ccccc1N1CCN(C(=O)c2c(-c3c(Cl)cccc3Cl)noc2C)CC1,-1
O=c1ccc2cc([N+](=O)[O-])c(CCO)cc2o1,0
Cn1c(-c2ccccc2)cnc1N,-3
O=C1c2ccccc2C(=O)N1CCCCc1cn(C[C@H]2CC[C@@H]([C@@H]3CC[C@H](Cn4cc(CCCCN5C(=O)c6ccccc6C5=O)nn4)O3)O2)nn1,-3
O=C(CN1CCCN(Cc2ccc(F)cc2Cl)C1=O)NC1CCCC1,-5
CCOCCn1c(CC)nc2ccccc21,2
Cn1c(NCC(O)CO)nc2c1c(=O)n(Cc1ccc(Cl)c(Cl)c1)c(=O)n2C (stereo unspecified),-2
CCn1ncc(/C=N/O)c1C,5
Cc1ccc(CNC(=O)C2CCN(S(=O)(=O)c3cccc4nonc34)CC2)cc1,4
CNC(=O)c1[nH]cnc1C(=O)N[C@@H](Cc1ccccc1)C(=O)OC(C)(C)C,-1
O=C1OCCN1C(=O)[C@H]1[C@H](c2ccc(Cl)cc2)C(c2ccccc2)=NN1c1ccccc1,1
CCOC(=O)c1c(C=O)c2sc(C)cc2n1C,1
CC1CC(C)CN(CC(=O)NC(c2ccccc2)c2ccccc2)C1 (stereo unspecified),1

Among those listed so far, two contain fluorine:
structure,TbREL1 primary
CCCC[C@H]1COCCS(=O)(=O)N1Cc1ccccc1F,-1
O=C(CN1CCCN(Cc2ccc(F)cc2Cl)C1=O)NC1CCCC1,-5

Further records follow:
structure,TbREL1 primary
COc1ccccc1CNC(=O)c1ccc(Cl)c(S(=O)(=O)N2CCCC2)c1,3
O=C(C[n+]1cc(-c2ccccc2)n2c1CCC2)c1cccs1,0
CCN(CC)CCn1c(NS(=O)(=O)c2ccc(C)cc2)nc2ccccc21,-2
CC(C)c1cc(C(=O)NNC(=S)NCc2ccco2)c(O)c(C(C)C)c1,-5
CN1OC[C@@H]2CN(S(=O)(=O)c3cccc(C(F)(F)F)c3)[C@H](c3ccc(N4CCCCC4)cc3)C[C@@H]21,-5
C/C(=N/NC(=O)CSc1nnc(SCc2ccc(C)cc2)s1)c1cccc(O)c1,4
O=C(CSc1nc2ccccc2c(=O)[nH]1)Nc1nc(-c2ccc(Br)cc2)cs1,-5
COC(=O)[C@@H](NC(=O)Nc1ccc(OC)cc1)C(C)C,-1
O=C(c1ccco1)N1CCN(C2CN(Cc3ccccc3)S(=O)(=O)C2)CC1 (stereo unspecified),1
CCOC(=O)C1=CCC(c2ccccc2Cl)N(S(=O)(=O)c2ccc(C)cc2)C1 (stereo unspecified),-4
CNc1oc(-c2ccc(OCc3ccccc3)cc2)nc1C#N,-3
CCOc1ccc(C(=O)CCC(=O)NNC(=O)c2ccccc2O)cc1,7
Cc1cc(C(=O)Nc2ccc(S(=O)(=O)N3CCOCC3)cc2)c(C)o1,0
Cc1ccc(CN2C(=O)CCC2C(=O)NCc2ccccc2Cl)cc1 (stereo unspecified),6
Cc1ccc(NC(=O)CN2CCN(CCN=CC3=C(O)CC(C)(C)CC3=O)CC2)cc1,0
CC1CCCN(c2nc3c(c(=O)[nH]c(=O)n3C)n2Cc2ccccc2Cl)C1 (stereo unspecified),2
CCOc1ccc(CN2CCNC(=O)C2CC(=O)NC2CCOCC2)cc1 (stereo unspecified),1
CCOc1cc(CO)ccc1OCC(=O)N1CCCCC1,6
O=C(Nc1cccc2ccccc12)c1ccccc1NS(=O)(=O)c1cccc2cccnc12,0
COc1cc(C(=O)N2CCN(Cc3ccccc3C(F)(F)F)CC2)cc(OC)c1OC,-1

Some of these compounds in order of length of the SMILES, falling:
structure,TbREL1 primary
Cc1ccc(NC(=O)CN2CCN(CCN=CC3=C(O)CC(C)(C)CC3=O)CC2)cc1,0
COc1cc(C(=O)N2CCN(Cc3ccccc3C(F)(F)F)CC2)cc(OC)c1OC,-1
Cc1cc(C(=O)Nc2ccc(S(=O)(=O)N3CCOCC3)cc2)c(C)o1,0
CCOc1ccc(CN2CCNC(=O)C2CC(=O)NC2CCOCC2)cc1 (stereo unspecified),1
CNc1oc(-c2ccc(OCc3ccccc3)cc2)nc1C#N,-3
CCOc1cc(CO)ccc1OCC(=O)N1CCCCC1,6

Other records.
structure,TbREL1 primary
O=C(OCC(=O)N1CCc2ccccc21)c1ccc(Br)o1,0
C=CCNCC(O)COc1ccc(C(C)=O)cc1OC (stereo unspecified),6
Cc1c(-c2ccccc2)[n+](=O)c(-c2ccc(Br)cc2)c(C)n1[O-],-1
COc1cccc(NC(=O)N2C3CCCC2CC(NC(=O)C2CC2)C3)c1 (stereo unspecified),5
COc1ccccc1/C=N/NC(=O)CC(=O)NCCc1ccccc1,0
CC(=O)Nc1ccc(NC(=O)C(C)OC(=O)c2ccccc2Sc2ccccc2C#N)cc1 (stereo unspecified),1
CNC(=S)NNC(=O)c1cccn(Cc2ccc(Cl)c(Cl)c2)c1=O,-2
CC(=O)c1ccc(N2Cc3ccccc3C3(CCOCC3)C2=N)cc1,2
COc1ccc([C@H]2CC(=O)C=C(c3ccc4c(c3)sc3ccccc34)C2)cc1,1
CCN1CCC2(CC1)Oc1c(OC)cccc1C1CC(c3cccnc3)=NN12 (stereo unspecified),-7

Molecules above that contain bromine, in the order listed:
structure,TbREL1 primary
O=C(CSc1nc2ccccc2c(=O)[nH]1)Nc1nc(-c2ccc(Br)cc2)cs1,-5
O=C(OCC(=O)N1CCc2ccccc21)c1ccc(Br)o1,0
Cc1c(-c2ccccc2)[n+](=O)c(-c2ccc(Br)cc2)c(C)n1[O-],-1

Of the compounds above, these contain a CF3 group.
structure,TbREL1 primary
CN1OC[C@@H]2CN(S(=O)(=O)c3cccc(C(F)(F)F)c3)[C@H](c3ccc(N4CCCCC4)cc3)C[C@@H]21,-5
COc1cc(C(=O)N2CCN(Cc3ccccc3C(F)(F)F)CC2)cc(OC)c1OC,-1

Next records follow:
molecule	TbREL1 primary
Cc1cccc(C)c1NC(=O)CN1CCN(CC(=O)NCC2(N3CCCCC3)CCCCC2)CC1	-4
COC(=O)NCC(C)OC(=O)Nc1ccc(Cl)cc1 (stereo unspecified)	-3
FC(F)(F)c1nnc2c3ccccc3c(Cl)nn12	6
CC(=O)NCCc1nc2ccccc2n1CCOc1ccccc1	-2
COc1cc(NC(=O)CSc2nc3ccccc3cc2Cc2ccccc2)cc(OC)c1	1
Oc1ccccc1/C=N/Nc1cccc2cccnc12	-1
CC(C)Oc1ccc(S(=O)(=O)N2CCCCCC2)c2ccccc12	4
CCC(=O)Nc1cccc(C(=O)N(Cc2ccccc2)Cc2ccccc2)c1	3
Cc1ccc(O)c(C(=O)c2cnc(/N=C(\N)N(C)C)nc2)c1	-1
CC1=C(C(=O)N(C(C)C)C(C)C)CC(CC(=O)NC2CC2)C(=O)N1CCC1=CCCCC1 (stereo unspecified)	-2
CSc1ccc(-c2nc(CN(C)C3CCOC3)c(C)o2)cc1 (stereo unspecified)	-4
COc1ccc(N2CCN(C(=N)/C(C(C)=O)=C(\C)O)CC2)cc1	-2
Cn1cccc1/C=N/N1CCN(c2ccccc2)CC1	7
CC1Sc2ccc(C(=O)N3CCCC(C(F)(F)F)C3)cc2NC1=O (stereo unspecified)	1
O=C(Nc1ccccc1Cl)c1cc(C2CCCCN2C(=O)C2CCCCC2)on1 (stereo unspecified)	1
Clc1ccc(-c2nc3ccccn3c2CN2CCOCC2)cc1	-1
Cn1ncc(Br)c1NC(=O)CSc1ccc(Cl)cc1	-1
COc1ccc(S(=O)(=O)NCC(=O)N(CC(=O)NCc2ccco2)C2CCCC2)cc1	0
Cc1cccc(-c2nnc(SCC(=O)Nc3ccc(-c4nc5ccc(C)cc5s4)cc3)n2Cc2ccco2)c1	-3
Cc1ccc(-c2nnc(COC(=O)c3cccs3)o2)cc1	-2
CCCCn1c(-c2csc3c2CCCC3)n[nH]c1=S	-7
CCc1ccc(OS(=O)(=O)c2cn(C)c(=O)n(C)c2=O)cc1	5
CN(C(=O)CSc1nnc(CNC(=O)c2ccccc2)o1)c1ccccc1	0
COc1cc(N=Nc2c(C)n(C)n(-c3ccccc3)c2=O)ccc1N	0
C/C(CC(=O)Nc1c(C)cc(C)cc1C)=N\NC(=O)c1cnccn1	-1
COc1ccc(-c2nc3c(c(=O)[nH]c(=O)n3Cc3ccccc3)n2CCO)cc1	1
CCOC(=O)N1CCC(=NNC(=O)NC2CCCCC2)CC1	-2
Cc1ccccc1-c1nc(CN2CCC(C(=O)NC3CC3)CC2)c(C)o1	2
Cc1nn(-c2ccccc2)c2sc(C(=O)NC3CCCC3)cc12	1
COCCNC(=O)c1nn(-c2cc(OC)cc(OC)c2)c(=O)c2ccccc12	0
NC(=O)c1cccc(-c2coc3c(C(=O)NCc4cccnc4)cccc23)c1	-1
O=C(NCCCn1ccnc1)c1cccnc1	-1
CCOc1cc(/C=N/NC(N)=O)ccc1OCC(=O)Nc1ccc(C)c(C)c1	1
CCOc1ccc(Nc2cc(=O)n(C)c(=O)n2C)cc1	0
COCCn1c(SCC(=O)Nc2c(C)n(C)n(-c3ccccc3)c2=O)nnc1-c1ccncc1	1
CCOC(=O)[C@]12CCC=C1N(CCC1=CCCCC1)C(=O)[C@H](CC(=O)NCCCOC)C2	-5
CCCCn1c(=O)c(C(=O)c2ccccc2)nc2ccccc21	5
CCOCCOc1nc2c(c(=O)n(C)c(=O)n2C)n1CCc1ccccc1	-1
CC(C)(C)c1ccc(C(=O)NCCC(=O)N2CCN(c3ncccn3)CC2)cc1	7
O=C(Oc1ccc2c(=O)c(Oc3ccc4ccccc4c3)coc2c1)c1ccco1	2
CC(=O)N(c1ccccc1C)C1CCCC1	2
COc1cccc(NC(=O)N2CCCC2C(=O)Nc2ccc3c(c2)OCCO3)c1 (stereo unspecified)	3
O=C(NCc1cccs1)C(=O)NCC1OCCCN1S(=O)(=O)c1cc(F)ccc1F (stereo unspecified)	1
COc1ccccc1Oc1ccc(N/C=C/C(=O)c2ccco2)cc1	2
COC(=O)CN1CCN(C(=O)c2csc3ccccc23)CC1	1
CN(C)C(CNC(=O)c1ccc2c(=O)n(-c3ccccc3F)c(=S)[nH]c2c1)Cc1ccccc1 (stereo unspecified)	-6
COc1ccc2nc(C)cc(SCC(=O)N/N=C/c3ccc(O)cc3O)c2c1	2
COc1ccc(CNC(=O)CCc2nnc3ccc(N4CCC5(CC4)OCCO5)nn23)cc1	4
COc1ccc2ccccc2c1C=NNC(=O)c1cc(-c2ccc(C)c(C)c2)n[nH]1	7
O=C(O)c1cc2cc(Cl)ccc2oc1=O	7
C=CCn1c(SCC(=O)NC(=O)NCc2ccco2)nc2sc(CC)cc2c1=O	0
CCNC(=O)CCc1nc(-c2ccc(C(C)C)cc2)no1	1
Cc1cccc(N(C(=O)c2csnn2)C(C(=O)NCc2ccccc2)c2cccs2)c1 (stereo unspecified)	-1
CCOC(=O)n1c(=O)n(Cc2ccccc2Cl)c2ccccc21	-1
Cc1ccc(S(=O)(=O)N2[C@@H](c3cccc(Cl)c3)C(C(=O)O)=CC[C@H]2c2ccc(C(C)C)cc2)cc1	1
O=C(NCc1cccs1)C1CCN(S(=O)(=O)c2ccc3c(c2)OCCO3)CC1	-2
c1ccc(C2CCC3(CC2)CCC3NCc2cccs2)cc1 (stereo unspecified)	3
CNC(=S)NNC(=O)c1ccc(=O)n(Cc2ccc(Cl)cc2Cl)c1	3
CC1=C(C(N)=O)C(c2ccc(Cl)cc2)NC(=O)N1 (stereo unspecified)	2
NCCCC[C@H]1CNC(=O)C(=O)N1CCC12CC3CC(CC(C3)C1)C2	2

The results go on:
molecule	TbREL1 primary
COc1ccc(C(=O)CSc2nc3ccccc3n2CC(=O)NC(C)(C)C)cc1	3
O=C(Oc1ccc(-c2cn3c(n2)SCC3)cc1)c1ccccc1	-7
O=S1(=O)CC(N2CCCCC2)CN1Cc1cn(Cc2ccc(F)cc2)nn1 (stereo unspecified)	3
O=S(=O)(c1ccccc1Br)N(CC(O)COCc1ccccc1)C1CC1 (stereo unspecified)	2
CS(=O)(=O)N1CCN(Cc2ccc([N+](=O)[O-])cc2)CC1	6
COc1cc(NC(=S)N2CCN(S(=O)(=O)c3ccc(C)cc3)CC2)cc(OC)c1	-9
O=C(O)C1C2C=CC(C2)C1C(=O)OCC1CCCO1 (stereo unspecified)	-1
C/C(CCc1ccccc1)=N\NC(=S)NCCc1ccccc1	-2
CCc1cc(C(=O)NC2CCCc3c2cnn3-c2cccc(C)c2C)n(C)n1 (stereo unspecified)	-4
Cc1ccccc1CSc1ccc(-c2ccc3c(c2)OCO3)nn1	1
Nc1nc(-c2ccccc2)cn1/N=C/c1ccccc1	0
CN(C(=O)COC(=O)CSc1cc(Cl)ccc1Cl)c1c(N)n(Cc2ccccc2)c(=O)[nH]c1=O	-2
CN(C)/C=C/C(=O)c1cccc(Cl)c1	1
O=C(NC1CCCC1)C1C(c2ccc(C(F)(F)F)cc2)=Nc2ccccc2N1C(=O)c1ccccc1 (stereo unspecified)	1
Cc1ccccc1CSCC(=O)N/N=C/c1cccs1	-1
CN(C(=O)c1cccc(NC(=O)Cc2ccc(NC(=O)C3CCCN(C(=O)c4ccccc4)C3)cc2)c1)C1CCC1 (stereo unspecified)	3
Cc1nc(N2CCN(C)CC2)c2c(C)c(C(=O)Nc3ccc(F)cc3)sc2n1	-2
